S1P4 agonist = S1P4 receptor agonists, primary screen, cell-based. Sphingosine 1-phosphate receptor 4 (Homo sapiens), O95977. S1P4-expressing cell line, agonist reporter assay. activation, % at 4.98 µM. actives 0.35% (n = 220,000). AID 1509, 2009; in the data active means activation above about 11%;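 further: 0% = DMSO vehicle and 100% = reference agonist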
BaF3 tox = parental Ba/F3 cell viability inhibition, counter-screen for JAK2V617F inhibitor project, murine pro-B, CellTiter-Glo luminescence; CellTiter-Glo ATP luminescence; inhibition, % at 5.6 µM; actives 1.1% (n = 220,000);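 active means inhibition above a per-campaign cutoff, the mean inhibition of all tested compounds plus 3 SD, cut at about 27% in these data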;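 further: 0% = DMSO wells and 100% = JAK Inhibitor I control wells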
RBBP9 inhibitor = human RBBP9 inhibitors, primary screen, biochemical, fluorescence polarization, FP-Rh probe, HTS. recombinant RBBP9. AID 1515, 2009. inhibition, % at 7.94 µM. actives 0.2% (n = 220,000);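 active means inhibition above the campaign mean of all tested compounds plus 3 SD, cut at about 14% in these data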;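 further: plate controls were DMSO wells with RBBP9 for no effect and wells lacking RBBP9 protein for full effect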
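System: RBBP9 protein | Quantity: 2.5 µM RBBP9 dispensing solution, before mixing | Reagent: FP-Rh probe, 375 nM dispensing solution | Timing: Enzyme-compound preincubation 30 min, then probe labeling 45 min, 25 °C | Measured by: Fluorescence polarization | Read-out: % inhibition | Replication: One well per compound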
Ba/F3 V617F tox = reduced viability of JAK2V617F-dependent Ba/F3 cells, primary screen, JAK2V617F inhibitor project, cell-based, Ba/F3 EpoR-JAK2V617F, luminescence | ATP luminescence | inhibition, % at 5.6 µM | actives 1.1% (n = 220,000) | AID 1446, 2008;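 active means inhibition above the campaign mean plus 3 SD over all tested compounds, cut at about 24% in these data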;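 further: cytokine-independent growth of Ba/F3 cells driven by EpoR plus mutant JAK2; 0% = DMSO-treated cells and 100% = JAK inhibitor I control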
NPY-Y2 PAM-ag = NPY-Y2 potentiators or agonists, primary screen, cell-based | Neuropeptide Y receptor type 2 (Homo sapiens), P49146 | cells expressing NPY-Y2, potentiator/agonist read-out | activation, % at 3.6 µM | actives 0.45% (n = 220,000) | AID 1359, 2008; in the data active means activation above about 27%;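 further: cells stimulated with NPY near EC25 plus isoproterenol at EC100; 0% = vehicle plus submaximal agonist and 100% = vehicle plus saturating agonist; some results beyond the cut were filed as inactive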
Runt-CBFb FRET = inhibitors of RUNX1 Runt–CBFb binding, primary screen, biochemical, FRET, Cerulean-Runt, Venus-CBFb, uHTS. inhibition, % at 20 µM. Runt-related transcription factor 1 (Homo sapiens) + Core-binding factor subunit beta …. actives 0.46% (n = 220,000). Cerulean-Runt/Venus-CBFb FRET ratio 530/480, 1 h;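 active means inhibition over about 50% at 20 µM in the single-dose screen, limit read from the data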;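 further: 0% = DMSO wells and 100% = excess unlabeled CBFb competitor control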
Target sequence (Q01196 whole entry, looked up): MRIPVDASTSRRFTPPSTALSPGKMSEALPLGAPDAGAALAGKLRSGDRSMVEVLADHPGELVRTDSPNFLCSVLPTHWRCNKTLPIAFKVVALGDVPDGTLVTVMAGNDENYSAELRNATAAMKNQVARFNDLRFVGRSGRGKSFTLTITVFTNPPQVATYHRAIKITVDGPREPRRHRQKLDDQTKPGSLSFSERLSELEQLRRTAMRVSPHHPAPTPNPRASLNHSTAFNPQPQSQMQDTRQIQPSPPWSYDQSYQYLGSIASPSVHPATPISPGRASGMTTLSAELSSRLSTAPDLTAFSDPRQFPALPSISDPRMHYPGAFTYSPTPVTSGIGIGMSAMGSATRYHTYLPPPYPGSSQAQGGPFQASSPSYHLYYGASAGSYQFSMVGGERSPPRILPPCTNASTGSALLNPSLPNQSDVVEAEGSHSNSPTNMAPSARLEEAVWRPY
Target sequence (Q13951 whole entry, looked up): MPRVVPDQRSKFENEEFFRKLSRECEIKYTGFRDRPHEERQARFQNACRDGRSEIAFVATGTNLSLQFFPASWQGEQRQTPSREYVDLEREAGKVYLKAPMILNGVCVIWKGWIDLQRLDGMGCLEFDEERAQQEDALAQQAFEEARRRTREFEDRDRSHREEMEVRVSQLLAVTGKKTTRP
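Schedule: protein complex preformed 1 h, compound exposure 1 h, room temperature, dark; test system: Cerulean-labeled Runt domain protein; amount: 100 nM per protein; buffer or medium: Tris 50 mM pH 7.5, KCl, K2SO4, 0.01% BSA; read-out: loss of energy transfer signal; detection: FRET fluorescence; controls: 5 µM unlabeled CBFb as full-inhibition high control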
S1P4 antagonist = S1P4 receptor antagonists, primary screen, cell-based | Sphingosine 1-phosphate receptor 4 (Homo sapiens), O95977 | S1P4-expressing cells, antagonist mode, reporter read-out | inhibition, % at 4.98 µM | actives 0.26% (n = 220,000); in the data active means inhibition above about 29%;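 further: 0% = wells stimulated with agonist and 100% = vehicle wells without agonist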
NPY-Y1 PAM-ag = NPY-Y1 receptor potentiators or agonists, primary screen, cell-based; actives 0.37% (n = 220,000); NPY-Y1 expressing cells, potentiator/agonist activation; activation, % at 3.6 µM; in the data active means activation above about 33%, passing the limit was not always enough;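 further: cells stimulated with NPY at EC10 then isoproterenol at EC100; 0% = low agonist plus stimulus and 100% = saturating agonist plus stimulus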
Target sequence (P25929 whole entry, looked up): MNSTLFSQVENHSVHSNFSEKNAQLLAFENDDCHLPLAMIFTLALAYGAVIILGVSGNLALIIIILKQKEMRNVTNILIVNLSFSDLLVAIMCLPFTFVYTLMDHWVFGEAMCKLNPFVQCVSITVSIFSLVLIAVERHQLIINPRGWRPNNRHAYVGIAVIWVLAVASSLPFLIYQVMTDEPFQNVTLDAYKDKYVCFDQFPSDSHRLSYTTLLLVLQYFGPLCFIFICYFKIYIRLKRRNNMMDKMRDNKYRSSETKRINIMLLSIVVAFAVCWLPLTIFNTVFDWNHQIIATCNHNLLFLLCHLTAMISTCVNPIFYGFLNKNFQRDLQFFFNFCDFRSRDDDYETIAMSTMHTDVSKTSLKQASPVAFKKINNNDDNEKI
NPY-Y1 antag = NPY-Y1 receptor antagonists, primary screen, cell-based | Neuropeptide Y receptor type 1 (Homo sapiens), P25929 | HEK293-CNG Y1 cells, membrane potential fluorescence; NPY at EC95, then isoproterenol | inhibition, % at 3.6 µM | actives 1% (n = 200,000) | AID 1040, 2008;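 active means inhibition above the campaign mean inhibition of all tested compounds plus 3 SD, cut at about 20% in these data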;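 further: 0% = DMSO wells given NPY plus isoproterenol and 100% = isoproterenol alone without NPY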
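Material: HEK293 Y1/CNG channel cell line; also added: NPY (25 nM), isoproterenol (1 µM), Ro 20-1724 (25 µM); doses: one concentration, 3.6 µM, in 0.4% DMSO; schedule: compound incubation 1 h at room temperature, readout 45 min post-stimulation; technique: membrane potential fluorescence; measure: fluorescence ratio normalized to % inhibition between controls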
Numbers without * were called inactive. These rows are one share of the data; rates above refer to the full screens.

Preview (2 entries):
OC1(c2ccccc2F)CC2CCC(C1)N2CCN1CCOCC1 (stereo unspecified) was read as S1P4 agonist 1.1, BaF3 tox 3, RBBP9 inhibitor -2, Ba/F3 V617F tox 1, NPY-Y2 PAM-ag 11, Runt-CBFb FRET -3, S1P4 antagonist 2, NPY-Y1 PAM-ag 13 and NPY-Y1 antag -2.
CCCCn1c(O)c(C(CC)=NCc2ccco2)c(=O)[nH]c1=O was read as S1P4 agonist -1.0, BaF3 tox 2, RBBP9 inhibitor -8, Ba/F3 V617F tox -1, NPY-Y2 PAM-ag -11, Runt-CBFb FRET -1, S1P4 antagonist -11, NPY-Y1 PAM-ag -4 and NPY-Y1 antag 8.

The whole of this part, from the start:
OC1(c2ccccc2F)CC2CCC(C1)N2CCN1CCOCC1 (stereo unspecified) was read as S1P4 agonist 1.1, BaF3 tox 3, RBBP9 inhibitor -2, Ba/F3 V617F tox 1, NPY-Y2 PAM-ag 11, Runt-CBFb FRET -3, S1P4 antagonist 2, NPY-Y1 PAM-ag 13 and NPY-Y1 antag -2.
CCCCn1c(O)c(C(CC)=NCc2ccco2)c(=O)[nH]c1=O was read as S1P4 agonist -1.0, BaF3 tox 2, RBBP9 inhibitor -8, Ba/F3 V617F tox -1, NPY-Y2 PAM-ag -11, Runt-CBFb FRET -1, S1P4 antagonist -11, NPY-Y1 PAM-ag -4 and NPY-Y1 antag 8.
Screening Cc1ccc(S(=O)(=O)NC(CC(=O)N2CCC3(CC2)OCCO3)c2ccco2)cc1 (stereo unspecified) returned S1P4 agonist 1.9, BaF3 tox 0, RBBP9 inhibitor -2, Ba/F3 V617F tox -1, NPY-Y2 PAM-ag 14, Runt-CBFb FRET 0, S1P4 antagonist -8, NPY-Y1 PAM-ag 13 and NPY-Y1 antag 4.
`FC(F)(F)/C(=N\P(=S)(N1CCOCC1)N1CCOCC1)N1CCOCC1` gave S1P4 agonist -0.2, BaF3 tox 0, RBBP9 inhibitor -5, Ba/F3 V617F tox -1, NPY-Y2 PAM-ag 17, Runt-CBFb FRET 0, S1P4 antagonist -7, NPY-Y1 PAM-ag -8 and NPY-Y1 antag 0.
Screening COC(=O)CN1C(=O)C2(C(C(=O)OC)=C(N)Oc3ccccc32)C2=C1CC(C)(C)CC2=O (stereo unspecified) returned S1P4 agonist -0.7, BaF3 tox 4, RBBP9 inhibitor -3, Ba/F3 V617F tox -1, NPY-Y2 PAM-ag -7, Runt-CBFb FRET 0, S1P4 antagonist 0, NPY-Y1 PAM-ag 32 and NPY-Y1 antag 5.
Screening Cc1nonc1OCCNc1ccc([N+](=O)[O-])c2cccnc12 returned S1P4 agonist -0.3, BaF3 tox 6, RBBP9 inhibitor -4, Ba/F3 V617F tox 3, NPY-Y2 PAM-ag -1, Runt-CBFb FRET -4, S1P4 antagonist 0, NPY-Y1 PAM-ag 2 and NPY-Y1 antag 2.
CC1CN(c2ccc([N+](=O)[O-])cc2Cl)CCN1 (stereo unspecified) was read as S1P4 agonist 0.7, BaF3 tox 6, RBBP9 inhibitor -7, Ba/F3 V617F tox 0, NPY-Y2 PAM-ag 4, Runt-CBFb FRET 5, S1P4 antagonist -2, NPY-Y1 PAM-ag 0 and NPY-Y1 antag -1.
O=c1[nH]c(=S)[nH]c(O)c1/C=N/N1CCOCC1 was read as S1P4 agonist 2.1, BaF3 tox -3, RBBP9 inhibitor -5, Ba/F3 V617F tox -1, NPY-Y2 PAM-ag 3, Runt-CBFb FRET 0, S1P4 antagonist -12 and NPY-Y1 PAM-ag 6.
`CC(C)CCNC(=O)c1c(N)n(CC2CCCO2)c2nc3ccccc3nc12` (stereo unspecified) gave S1P4 agonist 12*, BaF3 tox 3, RBBP9 inhibitor -6, Ba/F3 V617F tox 2, NPY-Y2 PAM-ag 1, Runt-CBFb FRET 2, S1P4 antagonist -4, NPY-Y1 PAM-ag -15 and NPY-Y1 antag 6.
`O=C(c1cccc(Cl)c1)C1CCCN(Cc2cccc3cnccc23)C1` (stereo unspecified) gave S1P4 agonist -0.8, BaF3 tox 10, RBBP9 inhibitor 0, Ba/F3 V617F tox 5, NPY-Y2 PAM-ag -13, Runt-CBFb FRET -2, S1P4 antagonist -11, NPY-Y1 PAM-ag -27 and NPY-Y1 antag 3.
`COC(=O)C1=Nc2ccccc2/C1=C\c1c(O)n(-c2ccc(OC)cc2)c(=O)[nH]c1=O` gave S1P4 agonist 0.4, BaF3 tox 4, RBBP9 inhibitor -6, Ba/F3 V617F tox 0, NPY-Y2 PAM-ag 4, S1P4 antagonist -10, NPY-Y1 PAM-ag -2 and NPY-Y1 antag -2.
`N=c1c2c(n(Cc3ccc(Cl)cc3Cl)c3c1CCC3)CCCC2` gave S1P4 agonist 0.6, BaF3 tox 70*, RBBP9 inhibitor -5, Ba/F3 V617F tox 92*, NPY-Y2 PAM-ag 9, Runt-CBFb FRET 2, S1P4 antagonist -14, NPY-Y1 PAM-ag 13 and NPY-Y1 antag 4.
CC(C)NC(C)C(=O)c1ccc2ccccc2c1 (stereo unspecified) was read as S1P4 agonist 0.6, BaF3 tox 6, RBBP9 inhibitor -9, Ba/F3 V617F tox 2, NPY-Y2 PAM-ag 10, Runt-CBFb FRET 4, S1P4 antagonist 0, NPY-Y1 PAM-ag 1 and NPY-Y1 antag 7.
COCc1cc(C2SCC(=O)Nc3c2c(=O)[nH]n3C(C)C)ccc1OC (stereo unspecified) was read as S1P4 agonist -1.1, BaF3 tox 2, RBBP9 inhibitor -5, Ba/F3 V617F tox -3, NPY-Y2 PAM-ag -2, Runt-CBFb FRET -1, S1P4 antagonist 0, NPY-Y1 PAM-ag -22 and NPY-Y1 antag -1.
For CCC(C)N1C(=O)/C(=C\c2cc3c4c(c2)CCCN4CCC3)C(=O)NC1=S (stereo unspecified) the results were S1P4 agonist 2.4, BaF3 tox 3, RBBP9 inhibitor -1, Ba/F3 V617F tox 3, NPY-Y2 PAM-ag 5, Runt-CBFb FRET 1, S1P4 antagonist -9, NPY-Y1 PAM-ag -6 and NPY-Y1 antag -8.
For N#Cc1ccc(/C=C/C(=O)O)cc1 the results were S1P4 agonist -0.4, BaF3 tox -2, RBBP9 inhibitor -5, Ba/F3 V617F tox -5, NPY-Y2 PAM-ag -3, Runt-CBFb FRET -2, S1P4 antagonist -5 and NPY-Y1 PAM-ag 14.
For O=C1C2CCN(CC2)C1Cc1ccccc1O (stereo unspecified) the results were S1P4 agonist -1.2, BaF3 tox 9, RBBP9 inhibitor 0, Ba/F3 V617F tox 2, NPY-Y2 PAM-ag -6, Runt-CBFb FRET 0, S1P4 antagonist 9, NPY-Y1 PAM-ag 5 and NPY-Y1 antag 3.
C=CCn1c(O)c(C=NCCCn2ccnc2)c(=O)[nH]c1=O was read as S1P4 agonist 0.2, BaF3 tox 2, RBBP9 inhibitor 1, Ba/F3 V617F tox -7, NPY-Y2 PAM-ag -8, Runt-CBFb FRET 2, S1P4 antagonist -15 and NPY-Y1 PAM-ag -1.
O=C(Cn1ncc2ccccc21)N1CCC2(CC1)OCCO2 was read as S1P4 agonist 1.2, BaF3 tox 4, RBBP9 inhibitor -5, Ba/F3 V617F tox 2, NPY-Y2 PAM-ag 13, Runt-CBFb FRET 1, S1P4 antagonist -3, NPY-Y1 PAM-ag -1 and NPY-Y1 antag 2.
O=C(COc1ccc(Br)cc1)N1CCN(C2CCCC2)CC1 was read as S1P4 agonist -1.0, BaF3 tox 4, RBBP9 inhibitor -10, Ba/F3 V617F tox 2, NPY-Y2 PAM-ag -6, Runt-CBFb FRET 1, S1P4 antagonist 7, NPY-Y1 PAM-ag -14 and NPY-Y1 antag -4.
Screening CC1CCCC(C2(O)C(=O)Nc3ccccc32)C1=O (stereo unspecified) returned S1P4 agonist -4.8, BaF3 tox 1, RBBP9 inhibitor -6, Ba/F3 V617F tox -3, NPY-Y2 PAM-ag -3, Runt-CBFb FRET -8, S1P4 antagonist -18, NPY-Y1 PAM-ag 14 and NPY-Y1 antag 12.
`CC1=CC(=C2C(=O)NC(=S)NC2=O)C=C(C(F)(F)F)N1C` gave S1P4 agonist -0.8, BaF3 tox 7, RBBP9 inhibitor -1, Ba/F3 V617F tox 1, NPY-Y2 PAM-ag -4, Runt-CBFb FRET 2, S1P4 antagonist 1, NPY-Y1 PAM-ag -12 and NPY-Y1 antag -6.
CC/C(=N\NC(=O)Nc1ccccc1)c1c(O)n(Cc2ccccc2)c(=O)[nH]c1=O was read as S1P4 agonist 0.0, BaF3 tox 1, RBBP9 inhibitor -1, Ba/F3 V617F tox -1, NPY-Y2 PAM-ag -36, Runt-CBFb FRET 2, S1P4 antagonist -1 and NPY-Y1 PAM-ag -12.
CN1CCN(CCC(C#N)(c2ccccc2)c2ccccc2)CC1 was read as S1P4 agonist -0.7, BaF3 tox 2, RBBP9 inhibitor 0, Ba/F3 V617F tox -3, NPY-Y2 PAM-ag -5, Runt-CBFb FRET -11, S1P4 antagonist -17, NPY-Y1 PAM-ag 3 and NPY-Y1 antag -5.
Cn1cc(C(=O)N2CCCCC2)c2ccccc21 was read as S1P4 agonist 1.6, BaF3 tox 5, RBBP9 inhibitor 4, Ba/F3 V617F tox 1, NPY-Y2 PAM-ag -1, Runt-CBFb FRET 0, S1P4 antagonist -13, NPY-Y1 PAM-ag 4 and NPY-Y1 antag 1.
COc1ccc(CCNCc2ccncc2)cc1 was read as S1P4 agonist -0.5, BaF3 tox 4, RBBP9 inhibitor -9, Ba/F3 V617F tox -2, NPY-Y2 PAM-ag -4, Runt-CBFb FRET 1, S1P4 antagonist -21, NPY-Y1 PAM-ag 18 and NPY-Y1 antag 5.
CN1CCN(c2nc3ccccn3c(=O)c2C=C2C(=O)N(C)C(=O)N(C)C2=O)CC1 was read as S1P4 agonist 1.9, BaF3 tox 5, RBBP9 inhibitor -7, Ba/F3 V617F tox -3, NPY-Y2 PAM-ag 13, Runt-CBFb FRET 13, S1P4 antagonist -21, NPY-Y1 PAM-ag -5 and NPY-Y1 antag -2.
Screening Cc1ccc(Cn2c(C)c3cnn(CC(=O)N4CCC5(CC4)OCCO5)c(=O)c3c2C)cc1 returned S1P4 agonist 0.3, BaF3 tox 2, RBBP9 inhibitor -3, Ba/F3 V617F tox 0, NPY-Y2 PAM-ag -5, Runt-CBFb FRET -1, S1P4 antagonist -11, NPY-Y1 PAM-ag 7 and NPY-Y1 antag -5.

Bioassay records from PubChem.
